Assay outcomes deposited in PubChem BioAssay by several laboratories.
HSF-1 act – HSF-1 activators, primary screen, NIH3T3-HGL cells, MG132 stress, luminescence, single point; NIH3T3-HGL HSF-1 luciferase reporter, 8 h; 100% = twice DMSO control signal; activation, % at 9 µM; hit rate 1.7% among 300,000; AID 504408, 2011;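 active = mean replicate activation of at least 50% with a set share of replicates each reaching 50%; inconclusive = only one of those two conditions met; inactive = mean below 50% and too few replicates reaching it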;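 also: 0% = median of the neutral control wells and 100% = twice that signal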
HDAC3 inhib – HDAC3 deacetylase inhibitors, primary screen, biochemical, fluorescence, cell-free homogeneous; Histone deacetylase 3 (Homo sapiens), O15379; recombinant HDAC3, fluorogenic peptide/trypsin coupled; inhibition, % at 8.3 µM; hit rate 0.15% among 320,000; in the data active = inhibition above about 26%, passing the limit was not always enough; inconclusive = no clear call, values can overlap the other calls
Target sequence (O15379 whole entry, looked up): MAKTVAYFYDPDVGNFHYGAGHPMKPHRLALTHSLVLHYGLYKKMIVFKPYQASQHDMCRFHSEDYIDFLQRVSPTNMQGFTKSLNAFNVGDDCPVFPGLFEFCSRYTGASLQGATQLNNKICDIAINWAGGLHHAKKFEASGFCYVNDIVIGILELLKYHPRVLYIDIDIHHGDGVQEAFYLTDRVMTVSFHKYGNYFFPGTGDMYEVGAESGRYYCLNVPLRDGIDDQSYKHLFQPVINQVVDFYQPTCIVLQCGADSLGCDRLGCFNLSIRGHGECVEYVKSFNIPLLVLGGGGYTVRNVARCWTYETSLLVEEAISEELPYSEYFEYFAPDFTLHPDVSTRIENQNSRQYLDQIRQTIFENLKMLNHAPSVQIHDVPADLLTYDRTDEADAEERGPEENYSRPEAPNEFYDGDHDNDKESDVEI
HSF1 inh – HSF1 inhibitors in luciferase reporter cells, primary screen, cell-based, NIH3T3, luminescence; NIH3T3-HGL HSE-luciferase, MG132-induced, luminescence 8 h; stronger effect = lower value; activity change, negative = inhibition, % at 7.5 µM (by protocol); hit rate 0.77% among 300,000;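 active = more than half of replicate wells show activity change below -50%, luminescence cut by over half; inconclusive = some wells, but at most half, below -50%; inactive = no replicate well below -50%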;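 also: luciferase reports HSF-1 transcriptional activity via heat shock element; 0% = median of DMSO wells and -100% = zero luminescence signal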
AI-2 QS modul – Vibrio harveyi AI-2 quorum sensing modulators, primary screen, JMH597 strain, luminescence/OD600 ratio; Vibrio harveyi JMH597 AI-2 luminescence/OD600 ratio, 9 h; stronger effect = lower value; strain lacks LuxN and CqsS sensors; 0 = neutral-control median; activity change, % at 7.5 µM; hit rate 0.4% among 300,000; AID 2094, 2009; in the data active = activity change below about -75%, passing the limit was not always enough; inconclusive = no clear call, values can overlap the other calls;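 also: luminescence divided by OD600 gain over 9 h not by final OD600 alone; inactives centre near 13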
Platelet DG rel – inhibitors of platelet dense granule secretion, primary screen, cell-based, MLPCN, human platelets; human platelet-rich plasma, SFLLRN dense granule ATP release, luminescence; inhibition, %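 (compounds screened at 7.5 µM in platelet-rich plasma)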; hit rate 0.22% among 300,000; AID 1663, 2009;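 active = mean replicate score, as percent of positive control, at or above 50; inconclusive = mean below 50 but at least one replicate at or above 50; inactive = mean and every replicate below 50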
aSyn 5UTR inh – MLPCN primary screen, SNCA 5' untranslated region; hit rate 0.82% among 300,000; alpha-synuclein 5'UTR reporter, inhibitor activity; AID 1813, 2009; inhibition, % (tested at 7.5 µM); in the data active = inhibition above about 60%; inconclusive = no clear call, values can overlap the other calls;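 also: H4 neuroglioblastoma cells stably carrying SNCA 5'UTR luciferase fusion; 0% = DMSO wells and 100% = positive control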
HIF activator – HIF pathway transcriptional activators, primary screen, cell-based, U2OS HRE-luciferase, luminescence; U2OS HRE-luciferase reporter; normalized: DMSO 0%, desferrioxamine 100%; activation, % at 7.5 µM (by protocol); hit rate 0.32% among 300,000;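 active = mean activation of at least 10% of the iron chelator positive control signal, with at least half of replicates also reaching 10%; inconclusive = mean and replicate majority disagree about reaching 10%; inactive = mean and most replicates under 10%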
IEC-6 tox – cytotoxicity in IEC-6 intestinal epithelial cells, primary screen, cytotoxicity control for KLF5 inhibitor project, cell-based, luminescence; inhibition, % at 5 µM; hit rate 0.78% among 290,000; IEC-6 cytotoxicity, luminescence viability; AID 1825, 2009; in the data active = inhibition above about 22%;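 also: 0% = plate median of test compound wells and 100% = cytotoxic reference compound wells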
KLF5 inh – KLF5 expression inhibitors, primary screen, DLD-1 cells, luminescence; AID 1700, 2009; inhibition, % at 5 µM; hit rate 0.23% among 290,000; DLD-1 KLF5 promoter-luciferase reporter;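 active = inhibition above a per-plate limit of that plate's mean compound inhibition plus 3 SD, cut at about 60% in these data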;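 also: 0% = DMSO wells and 100% = LY294002 at 200 µM; higher means less KLF5 promoter-driven luciferase light; inactives centre near -14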
HSP90 refold inh – HSP90 inhibitors, primary screen, cell lysate, luminescence. Rabbit reticulocyte lysate, luciferase refolding luminescence, 3 h. inhibition, % at 5.6 µM. Heat shock protein HSP 90 (rabbit reticulocyte lysate; luciferase refolding). hit rate 0.91% among 290,000;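 active = inhibition above the screen-wide mean plus 3 SD, computed separately per campaign, cut at about 16% in these data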;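 also: 0% = DMSO wells and 100% = 60 µM geldanamycin wells; inhibitors lower the luminescence because luciferase stays unfolded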
* = called active by the depositor; ? = inconclusive; / = no result given.

SMILES	HSF-1 act	HDAC3 inhib	HSF1 inh	AI-2 QS modul	Platelet DG rel	aSyn 5UTR inh	HIF activator	IEC-6 tox	KLF5 inh	HSP90 refold inh
Cc1cc(C)nc(-n2ncc3c2CC(c2ccccc2C)CC3=O)n1 (centres undefined)	36	-1	-3	7	-21	10	-0.2	4	-22	-7
CCOC(=O)C1CCCN(C(=S)Nc2cccc(Cl)c2C)C1 (centres undefined)	-1	-3	-2	16	-8	19	-0.8	2	-13	0
Cc1ccc(S(=O)(=O)N2CC(C)N(C(=O)N3CCOCC3)C2)cc1 (centres undefined)	3	3	-6	0	-14	1	1.4	3	-17	2
Cc1nn(C)c(C(=O)N/N=C/c2cccnc2)c1Br	3	-2	-1	28	-4	1	0.2	2	-19	0
COC(=O)c1ccc(CSCc2ccc(C#N)cc2)cc1	-6	3	-3	2	7	-30	1.8	-3	-10	1
O=C(Cc1nnc(NC(=O)Nc2ccc(F)cc2)s1)Nc1ccccc1	0	1	-9	8	-9	4	0.1	-4	-20	-2
Cc1cc(=O)n2nc(N3CCC(C(=O)NCc4ccc(Cl)cc4)CC3)sc2n1	-4	2	-1	8	-3	11	2.4	-2	-41	-3
O=C(CCc1ccccc1Cl)Nc1cccc(S(=O)(=O)N2CCCC2)c1	-13	3	-4	9	1	-5	-1.8	-2	-19	4
CCN(CC)NC(=S)Nc1ccccc1	12	2	-5	-5	-6	5	0.1	-2	-15	1
CN(C)CC(C)(C)CNS(=O)(=O)c1ccc(Cl)s1	-10	-2	-6	6	-3	6	0.1	-5	-11	4
O=C(O)c1ccc(Nc2ncnc3ccccc23)cc1	-15	7	-6	10	4	-26	2.2	0	-38	0
Cc1ccc(N(CC(=O)NC2CCCCC2)C(=O)CCCC(=O)Nc2ccccn2)cc1	22	5	9	-1	-2	1	0.1	-5	4	-1
O=C(Nc1cccc(NC(=O)c2ccccc2Cl)c1)c1cccs1	19	-3	-1	24	1	18	0.8	7	-15	1
Nc1cc(N)nc(SCc2cc(=O)oc3cc4c(cc23)CCC4)n1	34	-5	10	19	2	25	-1.0	-3	-14	1
Cc1nc(C)n(CCNS(=O)(=O)c2ccccc2)n1	2	-7	-6	15	1	-23	-0.5	-2	-30	2
Cc1c(Cl)cccc1NC(=O)Nc1cccnc1	-3	-1	-5	-3	-2	2	0.1	-6	-38	-2
COc1ccc(Cl)cc1NC(=O)COC(=O)C(CC(C)C)N1C(=O)C2CC=CCC2C1=O (centres undefined)	8	19	1	29	4	-18	0.0	6	-10	0
CCOC(=O)C1CCN(C(=O)CN(c2cc(OC)ccc2OC)S(=O)(=O)c2ccccc2)CC1	12	-7	4	31	-9	-5	0.4	7	5	1
Cc1ccc(-c2nc(NC(=O)CSc3ncn[nH]3)ns2)cc1	-6	-1	0	1	-4	-37	0.6	2	-10	-2
CCN(CC(=O)NCc1ccc(F)cc1)Cc1cc(=O)n2ccsc2n1	-5	-10	3	16	-24	12	-3.5	-6	5	-1
CCCc1ccc2oc(C(=O)N(C)Cc3nccs3)c(C)c2c1	67*	4	28	-2	-6	-149	2.8	0	-115	-5
CC(/C=C1\SC(=S)N(CCC(=O)Nc2ccccc2O)C1=O)=C\c1ccccc1	-69	-5	-69*	17	-11	21	0.0	-7	-32	6
COc1cc(Cl)c(C)cc1NC(=O)CSc1ccc(NC(C)=O)cc1	11	0	2	17	-2	5	-0.4	3	-17	1
Cc1ccc(NC(=O)CSc2nncc3ccccc23)cc1	14	6	13	30	-3	-22	2.1	-5	-18	4
Cc1ccc(NC(=O)C2CCN(S(=O)(=O)c3ccc4c(c3)CCCC(=O)N4)CC2)c(Br)c1	13	1	-1	4	-4	6	-0.5	2	-9	0
Cc1cccc(C)c1NCc1nnc(SCC(=O)Nc2nc(-c3ccccc3)cs2)n1-c1ccccc1	60*	0	24	33	9	12	-0.2	-10	2	-2
Nc1cc(-c2cccc([N+](=O)[O-])c2)[nH]n1	-11	7	5	10	-4	-50	0.1	5	-22	-1
O=C(COc1ccccc1)Nc1cccc2nsnc12	-13	-7	6	21	-4	-59	3.4	2	-6	-2
O=C(NCC1CCCO1)c1cc(-c2ccco2)nc2ccccc12 (centres undefined)	-2	-38	-3	15	0	23	0.2	3	-29	4
COCCNC(=O)C(c1ccc(Cl)cc1)N(CCOC)C(=O)CCC(=O)Nc1ccccn1 (centres undefined)	4	6	-2	10	3	6	-0.4	1	-7	-1
Cc1cccc(C(=O)N2CCCC(N3CCN(c4ccc(F)cc4)CC3)C2)n1 (centres undefined)	16	5	-4	3	-8	-4	-0.3	6	-7	3
CC(C)(C)c1csc(Sc2ccc([N+](=O)[O-])cn2)n1	3	11	-1	27	15	-29	0.7	-5	-14	0
COc1ccc(C(NC(=O)c2cc(OC)ccc2OC)c2ccccc2)cc1 (centres undefined)	6	-3	2	28	21	12	0.3	8	-30	-2
COc1ccc(-n2nnnc2SCC(=O)Nc2nc3c(s2)CCCC3)cc1	3	6	-13	20	-2	3	-0.4	-1	-3	0
CCS(=O)(=O)N1CCCC(c2nc(-c3cccc(OC)c3)no2)C1 (centres undefined)	14	0	20	-62	3	-102	1.9	5	-33	1
COc1ccc(CCNC(=O)CC(NC(=O)c2ccccc2Cl)c2ccccc2)cc1 (centres undefined)	22	-5	-4	20	10	-19	46*	-2	-3	-5
Nc1cc(=O)[nH]c(=O)n1-c1cccc(F)c1	-9	-3	-8	14	0	2	-0.1	2	-27	1
Cc1cc(N2CCN(CC(O)C(F)(F)F)CC2)c2ccccc2n1 (centres undefined)	2	2	7	29	4	7	-11	-1	-26	-2
COC(=O)c1ccc(N(CC(=O)NC2CCCC2)C(=O)c2ccc(C)s2)cc1	15	6	-5	-5	-2	-25	-0.3	8	2	1
C/C(=N\NC(=O)COc1ccccc1F)c1cc2ccccc2o1	16	0	13	11	-2	-133	2.5	12	-34	-2
Cc1cc(C)cc(NS(=O)(=O)c2ccc(NC(=S)NC(=O)c3ccc(Br)o3)cc2)c1	/	1	/	26	/	/	/	2	-18	-1
COc1ccc(NC(=O)NNC(=O)COc2ccc(Cl)cc2C)cc1OC	3	-4	3	14	0	21	-0.6	0	-25	2
CSc1ccc(S(=O)(=O)N2c3ccccc3CC2C)cc1 (centres undefined)	1	7	-8	9	4	-56	3.6	8	13	-2
COc1cccc(/C=N/NC(=O)CCc2ccccc2)c1	3	-1	-1	4	-1	-13	0.0	1	-4	-3
COc1ccccc1Nc1nccc(N(C)C)c1C#N	3	5	3	13	4	-14	-0.8	2	-14	1
COc1ccc(C(CC(=O)O)NC(=O)COc2cc(C)ccc2C)cc1OC (centres undefined)	-12	-4	-4	0	2	-10	0.1	-3	-52	0
Cc1ccc(NC(=O)CSc2nnc(NC(=O)C(C)C)s2)c(C)c1	-1	-8	3	13	-8	13	0.1	-6	-40	-1
C=CCNC(=O)N1CCC(n2nccc2NC(=O)CCc2ccccc2)CC1	-2	-2	0	6	0	-5	-0.5	2	-12	-8
O=C(c1ccc2c3c(cccc13)CC2)C1CCCN(Cc2ccncc2)C1 (centres undefined)	-2	-9	-2	36	-9	-4	0.1	-5	-11	-5
COc1ccc(C(=O)N2CC3(C)CC2CC(C)(C)C3)cc1OC (centres undefined)	-7	7	-3	16	15	-20	-0.1	0	-41	-3
O=C(Nc1cccc(-c2csc(-c3ccccc3)n2)c1)c1cccs1	26	8	11	27	5	14	0.9	3	-55	0
Cc1ccc(C)c(NC(=S)NCCCN2CCOCC2)c1	-22	3	-10	3	-7	4	0.2	-1	-35	-1
COc1cc(NC(=O)c2cc(-c3ccc4c(c3)OCO4)on2)cc(OC)c1OC	-8	3	-2	27	-34	-47	0.8	17	8	1
O=C(Cn1cncn1)N/N=C/c1cccc(Cl)c1	3	5	-11	5	9	-3	0.0	4	-20	0
NC(=NCCc1c[nH]c2ccccc12)NS(=O)(=O)c1ccc(F)cc1	11	-2	3	13	8	-11	0.0	10	19	2
C/C(=N\NC(=O)c1nn(C)c(C)c1Br)c1ccc(NC(=O)C2CCCC2)cc1	/	6	/	10	/	/	/	4	-118	-4
O=C(O)c1ccccc1NS(=O)(=O)c1cccc(C(F)(F)F)c1	-9	0	2	29	3	-22	-1.4	-3	-16	4
CC(C)CCN1CCN(Cc2ccc(C#CCCO)cc2)CC1CCO (centres undefined)	-6	1	-4	0	-4	12	-0.1	1	-28	0
CCNC(=O)CN(CCc1ccccc1)S(C)(=O)=O	-2	4	-10	22	3	5	0.0	-4	-6	-4
O=C(/C=N/O)NCc1cccnc1	-7	2	-6	-2	5	-22	/	-8	-34	-3
Next section.
SMILES	HSF-1 act	HDAC3 inhib	HSF1 inh	AI-2 QS modul	Platelet DG rel	aSyn 5UTR inh	HIF activator	IEC-6 tox	KLF5 inh	HSP90 refold inh
Cc1ccc(C)c(OCC(=O)O/N=C(\N)c2ccccn2)c1	33	?	11	9	4	-131	8.9	0	-80	-2
O=C(C(=O)N1CCc2ccccc2C1)c1c[nH]c2ccccc12	29	6	9	-35	-3	15	0.5	2	-25	3
Cc1cc(C(=O)Nc2cccc3ncccc23)no1	4	10	-2	22	1	7	0.0	-3	-6	3
O=C(/C=C/c1ccc(S(=O)(=O)N2CCOCC2)cc1)NCCCn1ccnc1	19	10	-3	-1	-4	-5	-0.5	3	-10	-3
COC(=O)CC1(C(=O)OC)Oc2ccc(Br)cc2C(=O)N1c1cc(Cl)c(Cl)cc1Cl (centres undefined)	13	7	-4	7	-6	31	-0.3	-5	-14	1
O=c1[nH]c(C2CCN(S(=O)(=O)c3ccc(C(F)(F)F)cc3)CC2)nc2c1nnn2Cc1cccc(F)c1	9	5	1	14	-2	15	-0.7	-10	0	3
CC(NS(=O)(=O)c1ccc(CCC(=O)NCc2cccnc2)cc1)c1ccccc1 (centres undefined)	-10	6	-6	21	2	19	-1.0	2	-2	-2
COc1ccc(N(CC(=O)Nc2ccc(F)c(F)c2)S(=O)(=O)c2c(C)n[nH]c2C)cc1	14	-16	6	13	13	0	-0.4	-6	-16	-7
CCCCOc1ccc(C(=O)N/N=C/c2ccc(OCCN3CCCCC3)c(OC)c2)cc1	-7	1	-16	5	-16	-40	6.1	2	2	-2
COc1ccc2nc(Nc3sc4c(c3C(N)=O)CCCC4)sc2c1	/	2	/	/	/	/	/	9	-34	-2

Rewritten with values under each structure: 2 of the compounds above.
Every second line gives: HSF-1 act | HDAC3 inhib | HSF1 inh | AI-2 QS modul | Platelet DG rel | aSyn 5UTR inh | HIF activator | IEC-6 tox | KLF5 inh | HSP90 refold inh
- O=C(C(=O)N1CCc2ccccc2C1)c1c[nH]c2ccccc12
 : 29 | 6 | 9 | -35 | -3 | 15 | 0.5 | 2 | -25 | 3
- COc1cccc(/C=N/NC(=O)CCc2ccccc2)c1
 : 3 | -1 | -1 | 4 | -1 | -13 | 0.0 | 1 | -4 | -3
